# High-throughput results from PubChem.
# mHtt clearance: mutant huntingtin protein clearance; hit rate 0.42% among 47,000; inhibition, % at 1.5 µM; HeLa Exon1htt(103Q)mCFP, aggregate imaging; zero = plate's median compound well;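 active = inhibition of aggregate fluorescence above about 70%, also judged a hit by eye on the cell image, limit read from the data, passing the limit was not always enough; inconclusive = no rule stated for this call; inactive = not judged a hit on image review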;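 also: cells exposed to compound for three days before fixation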
# mHtt clearance grain fraction: recorded beside mHtt clearance, whose call it bears; fraction fluorescence in grains; measured here: aggregate grain fluorescence fraction; hits give low values;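 scaled fraction of total cell fluorescence in grains with unit not stated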
# * = called active by the depositor; ? = inconclusive; nt = no result given. Not all compounds are listed; count on the stated rates, not on these rows.
mol	mHtt clearance grain fraction	mHtt clearance
CSc1nc(N)nc(SCC(=O)OC(C)C)c1C#N	34	3
CCCOc1ccc(-c2nn(-c3ccccc3)cc2/C=C2\SC(=S)N(C3CCS(=O)(=O)C3)C2=O)cc1 (centres undefined)	56	-33
Cc1cc(C)n2nc(CC(=O)NC3CCCCCC3)nc2n1	12	34
CCN1C2=C(C(=O)CCC2)C(c2ccc(O)c(Br)c2)C2=C1CCCC2=O	21	-4
O=C(Nc1ccccc1C(F)(F)F)N1CCC(n2c(=O)[nH]c3ccccc32)CC1	31	-46
O=C1Nc2ccc(S(=O)(=O)N3CCOCC3)c3cccc1c23	22	-18
CCN(CC)S(=O)(=O)c1ccc2nc(COC(=O)c3n[nH]c4ccccc34)[nH]c2c1	53	-47
COc1cc(-c2nnn(CC(=O)NC3CCS(=O)(=O)C3)n2)ccc1OCc1ccccc1 (centres undefined)	36	0
O=C(C1CCN(C2CC(=O)N(c3ccc(F)cc3)C2=O)CC1)N1CCOCC1 (centres undefined)	15	20
COC(=O)c1c(NC(=O)C(C)C)sc2c1C(C(=O)OC)CC2 (centres undefined)	12	40
COc1ccc(C(=O)Nc2cccc(C(=O)N3CCCC3)c2)cc1	28	-32
CC(C)(C)c1cc(CN2CCOCC2)c(C(=O)O)o1	27	-41
CC(=O)CCc1c(C)[nH]c2ccc(NC(C)=O)cc2c1=O	37	8
CN1C(=O)NC(NC(=O)C2CCCCC2)(C(F)(F)F)C1=O (centres undefined)	20	6
Fc1ccccc1N1CCN(CCCNc2ccc3nncn3n2)CC1	56	-15
O=c1oc2ccccc2cc1-c1nc(-c2cccs2)cs1	30	3
Cc1ccc(C2N(c3ccc(F)cc3)C(=O)C3CCCN32)cc1 (centres undefined)	22	51
COC(=O)CSc1n[nH]c(-c2ccncc2)n1	43	-118
CN(CC(=O)Nc1ccc2c(c1)OCCO2)S(=O)(=O)c1cccc2cccnc12	46	12
CC1(C)CC2CC(C)(CN2C(=O)c2cc(-c3ccccc3O)on2)C1 (centres undefined)	29	18
C1CCN(c2nc(N3CCCCC3)nc(N3CCNCC3)n2)CC1	13	36
CCCCn1nc(NC(=O)c2cccs2)c2cc3cc(OC)ccc3nc21	16	55
CCOc1nc(Nc2ccc(OC)c(Cl)c2)nc(OCC)n1	21	44
CCCn1c(NCc2ccco2)nc2c1c(=O)n(C)c(=O)n2C	13	25
O=C(NC(=O)c1ccccc1)OCC1CCCN2CCCCC12 (centres undefined)	36	3
CC1Cc2ccccc2N1Cc1cc(=O)n2ccsc2n1 (centres undefined)	56	-50
COc1ccc(C(C(=O)NC(C)(C)C)N(Cc2cccs2)C(=O)CCC(=O)Nc2cc(C)on2)cc1 (centres undefined)	23	-13
COCCNC(=O)C(c1cccs1)N(CCc1ccccc1)C(=O)Cn1nnc2ccccc21 (centres undefined)	13	28
COc1ccc(-c2csc(Nc3cccnc3)n2)cc1OC	39	1
O=C(CSc1nnc(-c2c[nH]c3ccccc23)n1-c1ccc(F)cc1)NCc1ccco1	14	29
CCOC(=O)c1cn(CC(=O)Nc2ccc3c(c2)OCCO3)nn1	27	-41
Fc1cccc(-n2ncc(-c3nnnn3-c3ccccc3)c2C(F)(F)F)c1	18	-1
CC(/C=C/c1ccccc1)=N\NC(=O)c1ccncc1	39	-29
CC1CCCCC1NC(=O)C1CCN(C(=O)NC2CCCCC2)CC1 (centres undefined)	11	46
Cc1onc(C(=O)N2CCC(C(N)=O)CC2)c1-c1ccccc1Cl	12	41
CC(C)c1ccc(C(C(=O)NC2CCCC2)N(C(=O)CNC(=O)c2ccco2)c2cccnc2)cc1 (centres undefined)	30	-49

# Among those listed so far, these contain a tert-butyl group:
mol	mHtt clearance grain fraction	mHtt clearance
CC(C)(C)c1cc(CN2CCOCC2)c(C(=O)O)o1	27	-41
COc1ccc(C(C(=O)NC(C)(C)C)N(Cc2cccs2)C(=O)CCC(=O)Nc2cc(C)on2)cc1 (centres undefined)	23	-13

# (further entries)
mol	mHtt clearance grain fraction	mHtt clearance
CC(C)C(=O)Nc1nnc(SCC(=O)NC2CC2)s1	51	-39
CCOc1ccc(-c2noc(-c3cccnc3)n2)cc1OC	24	36
CCn1c(N)c(C(=O)NCc2ccco2)sc1=S	52	-47
CCOC(=O)CSc1nc2c(c(-c3ccc(C)o3)c1C#N)CCCC2	15	12
Cc1ccc(C(=O)NCCCn2ccnc2)o1	9.6	51
CCOC(=O)c1ccccc1NC(=O)CN1C(=O)CCS(=O)(=O)c2ccccc21	21	1
O=S(=O)(c1ccccc1)N1CCN(C2CCN(Cc3ccccc3)CC2)CC1	50	-49
Cc1cccc(C)c1NC(=O)c1c(-c2ccccc2)noc1C	45	0
CN(CC(=O)O)S(=O)(=O)c1cc(Cl)ccc1Cl	26	-28
CC(=O)N1CCN(C(=O)Cn2c(=O)oc3ccccc32)CC1	58	-46
Clc1ccc(CSc2nnc(-c3ccc4c(c3)OCO4)o2)cc1	52	-36
Cc1ccc2[nH]c3c(c2c1)CN(C(=O)CN1CCN(c2ccccc2F)CC1)CC3	26	-28
CCCOc1ccc(CSc2nc3ccccc3[nH]2)cc1	37	6
C/C(N)=C(\C#N)C(=O)NCc1ccccn1	34	16
O=C(c1cccc(F)c1F)N1CCCC1	18	5
Nc1nc2n(n1)C(c1cccs1)CC(c1ccc(F)cc1)N2 (centres undefined)	nt	?
COc1ccc(OCCCC(=O)Nc2nncs2)cc1	16	7
Cc1cc2cc(CNC(=O)NC3CCCCC3)ccc2n1C	73	-51
CCOC(=O)CSc1nc2cc(C)cc(C)c2cc1C#N	42	-6
CCOC(=O)N1CCN(C(=O)CN(C2CCCCC2)S(=O)(=O)c2ccc(C)cc2)CC1	20	-1
O=C(NCCC1=CCCCC1)C1CCN(C(=O)c2ccc(Cl)cc2)CC1	27	9
Cc1cc(C(=O)CSc2nnc(C3COc4ccccc4O3)n2C)c(C)n1-c1ccc(F)cc1 (centres undefined)	47	-32
COC(=O)c1ccc2c(=O)n(CC3CCCO3)c(SCC(=O)Nc3ccccc3OC)nc2c1 (centres undefined)	36	3
O=C(CSc1nn(-c2ccc(F)cc2)c(=S)s1)NC(=O)NCc1ccco1	12	28

# Next part (5 carried over from the part before).
mol	mHtt clearance grain fraction	mHtt clearance
CCOC(=O)N1CCN(C(=O)CN(C2CCCCC2)S(=O)(=O)c2ccc(C)cc2)CC1	20	-1
O=C(NCCC1=CCCCC1)C1CCN(C(=O)c2ccc(Cl)cc2)CC1	27	9
Cc1cc(C(=O)CSc2nnc(C3COc4ccccc4O3)n2C)c(C)n1-c1ccc(F)cc1 (centres undefined)	47	-32
COC(=O)c1ccc2c(=O)n(CC3CCCO3)c(SCC(=O)Nc3ccccc3OC)nc2c1 (centres undefined)	36	3
O=C(CSc1nn(-c2ccc(F)cc2)c(=S)s1)NC(=O)NCc1ccco1	12	28
Cc1ccc(C)c(Cn2c(C(C)O)nc3ccccc32)c1 (centres undefined)	15	22
Cn1c(O)c(C=NCC2CCNCC2)c(=O)n(C)c1=O	25	-18
Cc1occc1C(=O)Nc1ccc2c(c1)CCC2	23	-12
CN1CC=C2C(C#N)=C(N)C(C#N)(C#N)[C@H](c3cccc(Cl)c3)C2C1 (some centres undefined)	55	-44
CNc1nc(Sc2ccc(C)cc2)cc(C(F)(F)F)n1	16	27
Cc1ccc(-n2nnnc2SCC(=O)Nc2ccccc2N2CCCCC2)cc1C	21	-14
Cc1cccc(NC(=O)N2CCN(Cc3ccccc3)CC2)c1	23	-21
Cc1cc(NC(=O)CSc2ccc3nnc(-c4cccs4)n3n2)no1	28	18
O=C(Nc1ccc(/C=C/c2nc3ccccc3o2)cc1)c1c(F)cccc1F	29	26
O=S(=O)(c1cccc(-n2cnnn2)c1)N1CCOCC1	24	28
COc1cc(C)c2occ(/C(C)=N\O)c2c1	17	53
COc1ccc(OC)c(N(CC(=O)NCc2ccccn2)S(C)(=O)=O)c1	7.2	60
COc1ccc(OC)c(C2C(C(C)=O)=C(O)C(=O)N2CCC(=O)O)c1 (centres undefined)	30	-5
Cc1cccc(N2C(=O)CC(Sc3nnc(C)s3)C2=O)c1 (centres undefined)	32	-67
COc1ccc(C(=O)c2ccc(Cl)cc2)c2ccccc12	19	7
c1ccc(N2CCN(c3ccc4nncn4n3)CC2)nc1	44	-22
COc1cccc(OCC(=O)NC2CCCCC2)c1	22	38
COc1ccc(S(=O)(=O)N(n2c(C)nnc2-n2nc(C)cc2C)S(=O)(=O)c2ccc(OC)cc2)cc1	27	-44
CC1(C)Oc2ccc(C(=O)NC3CCCC3)cc2N(CC(=O)NC2CCCC2)C1=O	29	-23
COc1c(S(=O)(=O)N2CCCC2)ccc(Cl)c1Cl	nt	?
CCn1c(CCNC(=O)c2cccs2)nnc1SCC(=O)c1ccc(OC)cc1	29	-42
COc1nc(N2CCOCC2)nc(-n2cccc2)n1	14	26
CN1CCN(C(=O)CCC(=O)c2ccc(F)cc2)CC1	31	-59
Cc1coc2c1c(C)cc1oc(=O)c(Cc3ccccc3)c(C)c12	15	34
O=C(Nc1cccnc1)c1ccc(COCC(F)(F)F)cc1	24	-21
O=C(CSc1cccs1)Nc1ccc2ccccc2c1	39	-26
COc1ccc2[nH]cc(C(=O)CN3CCN(C4CCCCC4)CC3)c2c1	19	9
CCn1c(SCC(=O)Nc2sc3c(c2C#N)CCCC3)nnc1-c1ccncc1	19	-2
Cc1cc(C)n2nc(SCN3C(=O)c4ccccc4C3=O)nc2n1	32	9
CCOC(=O)CSc1nc2cc(C)ccc2cc1C#N	37	-4
c1cc(Nc2ncnc3sccc23)cc(-c2nnc3n2CCCCC3)c1	39	12
Cc1ccc(C(=O)Nc2ccon2)cc1S(=O)(=O)N1CCCC1	32	1
CCOC(=O)/C(C#N)=C1/C=C(C)NC(c2ccccc2O)=N1	14	17
O=S(=O)(/C=C/c1ccccc1)NCCc1ccccn1	32	8
CS(=O)(=O)N(CC(=O)N1CCOCC1)c1ccc2c(c1)OCO2	18	4
COc1ccc(-c2nnc(N(C)C(=O)C3CCCO3)s2)cc1 (centres undefined)	25	-30
Cn1nnnc1SCC(=O)N1c2ccccc2Sc2ccccc21	nt	?
CCNc1nc(NCC)nc(C(=O)NN)n1	6.8	65
CC(C)OC(=O)c1cc(NC(=O)C2C3CCC(O3)C2C(=O)O)cc(C(=O)OC(C)C)c1 (centres undefined)	30	-57
CCN1CCn2c3c(c4cc(Br)ccc42)CCCC31 (centres undefined)	22	-5
COCCn1c(SC(C)C(=O)Nc2ncc(Cl)cc2Cl)nc2ccccc21 (centres undefined)	20	0
O=C1OCc2cccc3cccc1c23	27	27
O=C(CN1CCC(n2nnc3cc(F)ccc32)CC1)N1CCc2ccccc2C1	58	-33
COc1ccccc1NC(=O)CSc1nnc(Cn2cnc3ccccc32)n1C	22	39
O=S(=O)(NCc1ccco1)N1CCOCC1	19	0
COCCN1Cc2cccc(C(=O)Nc3c(C)cccc3C)c2C1=O	14	21
CCN1CCN(C(=O)CN(c2cc(OC)ccc2OC)S(C)(=O)=O)CC1	65	-40
COc1ccc(/C=N/n2c(C)nnc2C)c(OC)c1OC	21	44
COc1ccc(-c2nnc(N(C)C(=O)C3CCOC3)s2)cc1 (centres undefined)	15	12
Cn1c(Cc2ccc3c(c2)OCO3)nnc1SCC(=O)N1CCc2ccccc2C1	42	-16
O=C(O)c1ccc(-n2nc(C(F)(F)F)c3c2-c2ccoc2CC3)cc1	18	6
CC(C)(C)C(=O)Nc1ccc(N2CCCC2)cc1	27	28
CN1CCN(C(=O)C(C(=O)c2ccc(F)cc2)n2ccccc2=O)CC1 (centres undefined)	48	-20
CCOC(=O)C1=C(c2ccccc2)Nc2nc(C)nn2C1c1cccc(OC)c1OC (centres undefined)	35	-82
CC(C)C[C@H](NC(=O)NCCc1ccc(Cl)cc1)C(=O)O	16	12
Cc1cc(NC(=O)CSc2nc(C(C)C)nc3ccccc23)no1	28	29
Nn1c(SCC(=O)Nc2ccc(F)c(F)c2)nnc1C1CCCCC1	28	18
O=c1[nH]c2ccccc2cc1-c1noc(-c2cccnc2)n1	34	5
O=C1CC(C(F)(F)C(F)(F)C(F)(F)F)=Nc2ccccc2N1	18	12
Clc1ccc(-c2ccc(SCc3ccccn3)nn2)cc1	60	-51

# Record cards (already shown). Order of screens: mHtt clearance grain fraction, mHtt clearance
# Cc1cc(NC(=O)CSc2nc(C(C)C)nc3ccccc23)no1 is listed with 28, 29
# CC(C)C[C@H](NC(=O)NCCc1ccc(Cl)cc1)C(=O)O is listed with 16, 12
# O=c1[nH]c2ccccc2cc1-c1noc(-c2cccnc2)n1 is listed with 34, 5
# CN1CCN(C(=O)C(C(=O)c2ccc(F)cc2)n2ccccc2=O)CC1 (centres undefined) is listed with 48, -20

# More compounds follow:
mol	mHtt clearance grain fraction	mHtt clearance
CCOc1ccc(C(=S)N2CCOCC2)cc1OC	22	-9
COC(=O)Cn1c(CCS(=O)(=O)c2ccc(C)cc2)nc2ccccc21	30	-56
CC1CCN(C(=O)C(Cc2ccccc2)NS(=O)(=O)c2ccc3c(c2)oc(=O)n3C)CC1 (centres undefined)	39	17
Cc1ccc(NC(=O)c2cc(-c3cccc(O)c3)on2)cc1C	73	-104
O=C(Oc1ccc(Cl)cc1)N1CCCCC1	27	-31
COc1ccccc1NC(=O)c1ccc(S(=O)(=O)N2CCCC2)cc1	44	12
COC(=O)c1c(C)[nH]c(C(C)=O)c1C	34	-88
COCCNC(=O)c1cn(C)c(=O)c2cc(OC)c(OC)cc12	20	49
CCOC(=O)c1[nH]cnc1C(=O)O	41	-16
Cn1c(C(=O)N2CCN(c3nc4ccccc4s3)CC2)cc2sccc21	16	21
